Screens: PubChem BioAssay, several laboratories
Dynein cargo inh: blocks dynein driven cargo transport along microtubules; 3617.4 mouse cells, GR-EGFP nuclear translocation imaging; test concentration mostly 20 µM; stimulated with dexamethasone, 1 µM; active compounds read low; z-score, hits read low; hit rate 0.47% among 220,000; AID 1381;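 active = plate z-score of nuclear minus cytoplasmic receptor signal below a set negative limit, without overly bright fluorescence or cell loss, cut at about -3.5 in these data, passing the limit was not always enough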;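 also: z-score of nuclear minus cytoplasmic ring GR-EGFP intensity difference per well; some compounds called inactive have numbers as strong as hits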
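medium = tetracycline-free induction medium containing charcoal-stripped FBS | probe or stimulus = dexamethasone, 1.0 µM final | timing = 48 h induction, then 1 h compound, then 30 min agonist, 37 °C | detection = automated 10x imaging of fixed Hoechst-stained cells | read-out basis = nuclear versus cytoplasmic GR-EGFP signal, averaged per well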
CSM14.1 death rescue: rescue of cells from ER stress-induced death, primary screen, 384-well, CSM14.1, thapsigargin, ATP luminescence (AID 1222) | CSM14.1 thapsigargin-induced death rescue, ATP luminescence; higher % means a stronger effect | one-dose cellular ATP content (survival), % at 20 µM; EC50 in µM for titrated hits | 190,000 tested, under 10 active;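 active = EC50 below 50 µM in the dose-response confirmation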;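 also: death triggered by thapsigargin at about 15 µM added after 2 h compound pretreatment; cell ATP read after overnight thapsigargin exposure of roughly 18 to 22 hours; normalized against plate controls of thapsigargin alone and 5% DMSO vehicle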
Hep lipid drop: hepatic lipid droplet formation modulation. AML12 mouse hepatocytes, oleate lipid droplets, BODIPY imaging. inhibition, % at 6.5 µM. hit rate 0.4% among 240,000. AID 1656;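 active = lipid droplet intensity inhibited by at least 50%, with more than 500 cells counted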
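Test system: AML12 mouse liver cells; schedule: overnight exposure; technique: high-content imaging of BODIPY-stained droplets and DAPI nuclei; read-out: % inhibition of corrected integrated BODIPY droplet signal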
Salmonella PhoP GFP: inhibitors of PhoP regulon expression, primary screen, Salmonella Typhimurium, GFP reporter (AID 1863); one-dose inhibition, % at 50 µM; IC50 in µM for titrated hits; hit rate 0.16% among 300,000; S. Typhimurium PhoP-regulated promoter GFP reporter, 4 h; higher % means a stronger effect;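 active = inhibition over 29.93%, a cutoff 3 SD above the screen mean, later confirmed by dose response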;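 also: 0% = low Mg2+ inducing control and 100% = high Mg2+ repressing control; strong numbers were not always called active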
T cell HTS: T cell immune modulation candidate | calls only at 7 µM | hit rate 0.068% among 330,000 | AID 2052 | 2C CD8+ T cell-vesicle binding, flow cytometry; active compounds read low;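 active = response, share of CD8 T cells binding vesicles, and their 90th percentile fluorescence all below set limits, cut at about 80% in these data, passing the limit was not always enough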
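Read-out – percent CD8+ FL2 mean versus row control · System – murine 2C transgenic CD8+ T lymphocytes · Times – 1.5 h cell–vesicle binding at 37 °C, then 20 min icy labelling · Control set – naked vesicles low, QL9 vesicles with vehicle high · Detection – cytometric PE anti-B7-1 and Alexa647 anti-CD8 signals after 1% paraformaldehyde fixation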
MT stabilizer: stabilizes microtubules in HeLa cells; HeLa tubulin immunostaining HCS, 24 h; share of cells brighter than vehicle mean+2SD; % tubulin-high responders, % at 10 µM; hit rate 0.83% among 200,000; AID 2205;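 active = plate Z-score above 3 for both tubulin-high and condensed-nucleus cell shares, with cell loss under 80%, at 10 µM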;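 also: anti alpha tubulin signal scored within the nucleus-defined area of each cell; some results filed as inactive read as strong as hits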
bCat nuc transl: alters nuclear translocation of beta-catenin in HeLa cells. immunofluorescence imaging. nuclear translocation activity, % at 5 µM. hit rate 0.3% among 190,000. AID 1665;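 active = nuclear translocation activity above 50% at 5 µM, with a well cell count of 50 or more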;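 also: per-cell ratio of nuclear to cytoplasmic median beta-catenin stain intensity; plate controls were DMSO negative control for no effect and GSK-3 inhibitor IX positive control for full effect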
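Test system: human HeLa cells, endogenous beta-catenin. Times: 24 h compound exposure, 37°C. Measured by: beta-catenin immunofluorescence imaging with DAPI.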
Autophagy mod: alters autophagy in cells; calls only at 10 µM (by protocol); hit rate 0.98% among 190,000; MEF GFP-LC3 puncta imaging; test concentration mostly 10 µM;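 active = percentage of spot-positive cells more than 3 SD above its plate mean, without a fluorescence outlier flag or 80% toxicity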;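 also: spot-positive cell cutoff set from DMSO-treated cells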
Insulin prom up: MIN6 insulin promoter up-regulation; MIN6 insulin promoter-GFP reporter, high-content imaging; active compounds read high; z-score at 5 µM; hit rate 0.3% among 190,000;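 active = z-score above 3 at 5 µM with at least 500 cells counted in the well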
Dynein cargo inh cytoplasmic EGFP: recorded beside Dynein cargo inh, whose call it bears; z-score; measured here: cytoplasmic GR-EGFP intensity; active compounds read high
Dynein cargo inh nuclear GR-EGFP: second read-out of Dynein cargo inh, no call of its own (marks repeat the call); z-score; measured here: nuclear GR-EGFP intensity;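 lower value marks the stronger effect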
Dynein cargo inh cell count: recorded beside Dynein cargo inh, whose call it bears; z-score; measured here: cell count per field
Insulin prom up cell count: second read-out of Insulin prom up, no call of its own (marks repeat the call); cell count; measured here: cytotoxicity, nuclei count;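 total cells summed across four imaged fields per well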
Hep lipid drop cells 6.5 µM: further read-out of Hep lipid drop, marked with its call; cell count; measured here: cell count, cytotoxicity flag;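 cells counted across two imaged fields per well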
bCat nuc transl cell count 5 µM: second read-out of bCat nuc transl, no call of its own (marks repeat the call); cell count; measured here: cell count, cytotoxicity flag
T cell HTS vesicle-bound %: also measured in T cell HTS; calls as there; double positive events, %; measured here: CD8+ vesicle-bound cell fraction;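 binding gate set so that unloaded-vesicle control wells show 10% double positive cells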
MT stabilizer Hoechst-high %: also measured in MT stabilizer; calls as there; % Hoechst-high responders; measured here: nuclear condensation Hoechst responders;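 share of cells brighter than vehicle mean plus two SD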
MT stabilizer cytotoxicity %: recorded beside MT stabilizer, whose call it bears; toxicity, %; measured here: cytotoxicity by cell density;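 0% = mean cell density of plate MIN control wells and 100% = no cells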
Autophagy mod cell loss 18 h: second read-out of Autophagy mod, no call of its own (marks repeat the call); toxicity, %; measured here: cell loss, nuclei count;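 cell loss after 18 h compound exposure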
An asterisk follows results filed as active; i = inactive; x = not tested or not shown.

mol,Dynein cargo inh,Dynein cargo inh cytoplasmic EGFP,Dynein cargo inh nuclear GR-EGFP,Dynein cargo inh cell count,CSM14.1 death rescue,Hep lipid drop,Hep lipid drop cells 6.5 µM,Salmonella PhoP GFP,T cell HTS,T cell HTS vesicle-bound %,MT stabilizer,MT stabilizer Hoechst-high %,MT stabilizer cytotoxicity %,bCat nuc transl,bCat nuc transl cell count 5 µM,Autophagy mod,Autophagy mod cell loss 18 h,Insulin prom up,Insulin prom up cell count
COc1ccc(S(=O)(=O)N2CCN(Cc3ccccc3)CC2)cc1,1.34,-0.206,0.632,-0.67,-0.5%,x,x,30.6%,i,52.4,5.0,3.9,1.0,-4.0,941,i,2.5,-0.39,1201
Cc1ccc(F)cc1NCC(=O)Nc1ccc(Br)cc1,1.55,-0.118,1.12,-1.09,-0.9%,-4.8,686,18.5%,i,49.5,2.0,2.8,13.7,-0.9,1122,i,6.8,-0.29,1409
c1ccc(CCn2cnc3ccccc32)cc1,-0.195,-0.268,-0.144,0.377,-0.6%,13.8,685,-5.5%,i,47.0,3.5,2.2,2.0,0.2,1075,i,0.6,0.07,1239
CN(CC(CC(=O)Nc1nncs1)c1ccccc1)S(=O)(=O)c1ccccc1 (stereo unspecified),0.0363,-0.244,0.0201,-0.0506,0.5%,x,x,4.6%,i,63.1,2.3,4.5,5.4,x,x,i,16.7,-0.41,799
Cc1ccc(-n2c(SCC(=O)N3CCCc4ccccc43)nnc2-c2cccnc2)c(C)c1,-0.676,-0.261,0.509,0.185,-3.7%,-4.4,666,17.5%,i,51.0,1.4,3.3,12.1,-0.5,925,i,-46.8,0.58,2356
Cn1c(=O)c(C(=O)CN2CC(=O)Nc3ccccc32)c(N)n(Cc2ccccc2)c1=O,-0.074,-0.208,-0.104,0.453,2.3%,-0.9,683,-8.6%,i,39.6,4.2,3.0,8.4,-5.3,1076,i,9.2,-1.04,1180
O=C(COC(=O)c1cccs1)NCc1ccc2c(c1)OCO2,-0.269,-0.259,0.685,-0.471,0.3%,x,x,-2.9%,i,27.3,3.3,1.6,7.1,x,x,i,-3.1,0.85,1208
CC(C)(C)C(=O)CN1C2=NCCN2c2ccccc21,-1.01,-0.319,-0.337,1.3,-1.3%,11.0,692,x,i,54.6,2.1,0.9,12.0,0.5,978,i,-19.8,0.21,1556
Cn1cc(Cl)c(C(=O)N(Cc2ccccc2)c2ccccn2)n1,x,x,x,x,-2.0%,-10.1,659,x,i,40.4,x,x,x,-0.5,1090,x,x,-0.35,1902
CCOc1ccccc1-c1nc(SCC(=O)O)n[nH]1,-0.274,-0.191,0.178,-0.349,-1.8%,x,x,-5.5%,i,26.5,5.5,3.2,7.9,-2.2,1212,i,-7.1,0.36,1036
COC(=O)c1cc(NCc2c(F)cccc2Cl)ccc1N1CCOCC1,-0.907,-0.141,-0.305,0.882,-0.4%,x,x,5.0%,i,28.1,4.0,4.9,4.0,-2.2,1421,i,-6.0,-2.06,1291
O=C(N/N=C/c1ccccn1)c1cc(-c2cccc3ccccc23)n[nH]1,1.49,-0.221,1.04,-1.38,-0.3%,1.6,715,14.3%,i,53.6,4.8,4.3,1.9,-2.9,1225,i,0.0,-0.09,1403
CC(NC(=O)C1CCCCC1)C(=O)NC1=NCCS1 (stereo unspecified),1.2,0.334,0.555,-0.251,-1.2%,-1.2,813,-7.0%,i,14.6,3.5,2.3,0.3,3.5,1098,i,14.7,x,x
Cc1ccc2nc(-c3cccc(N)c3)oc2c1,-0.224,-0.295,-0.24,0.258,-7.8%,0.0,781,3.9%,i,21.3,0.9,1.5,10.0,-5.8,1161,i,4.8,0.35,975
NS(=O)(=O)c1ccc(NC(=O)c2ccccc2Cl)cc1,0.144,-0.0302,0.0573,0.503,-2.3%,19.7,777,-3.8%,i,17.4,3.8,2.4,6.0,-3.0,1165,i,0.4,0.45,862
CCCCc1c(O)c2ccccc2[nH]c1=O,0.442,-0.11,0.565,-1.08,1.4%,x,x,-3.7%,i,47.8,5.2,3.5,4.3,-4.9,784,i,5.9,-0.14,1421
O=C(CCc1nc2ccccc2c(=O)[nH]1)OCc1cccc(C(F)(F)F)c1,-0.739,-0.228,-0.312,0.0979,3.0%,-3.7,588,-2.6%,i,36.6,1.6,1.9,6.4,-0.9,969,i,7.7,-0.21,1269
CC(=O)c1cc2c(O)c(O)ccc2o1,-0.187,-0.0438,0.224,-0.294,3.0%,x,x,6.5%,i,11.7,4.5,2.1,10.7,2.7,1415,i,-4.4,0.75,1596
CCOC(=O)c1c(C)[nH]c(C(=O)COC(=O)CSC)c1C,0.0494,0.0785,0.357,0.359,0.6%,-3.5,806,-2.1%,i,32.0,6.3,2.8,9.6,x,x,i,-23.8,-0.25,1089
COc1ccc(NC(=O)C(CC(=O)O)Cc2ccc(C)cc2)cc1 (stereo unspecified),2.14,-0.277,1.36,-0.879,0.5%,-1.0,648,-11.5%,i,48.4,0.8,2.1,11.8,0.5,1626,i,19.1,x,x
CCCCCCSc1nc(O)c(C2OC(=O)c3c2ccc(OC)c3OC)c(=O)n1CC (stereo unspecified),-0.485,-0.219,-0.0581,0.566,-0.3%,0.8,777,-11.0%,i,14.1,2.4,1.4,7.7,x,x,i,-13.2,0.6,833
COc1ccc(C(=O)N(CC2CCCO2)C(C(=O)NC2CCCC2)c2ccc(C)cc2)cc1OC (stereo unspecified),-0.183,-0.234,-0.562,0.726,-1.8%,-21.3,669,-3.0%,i,35.9,1.4,1.5,1.8,-1.5,1117,i,-3.5,0.05,1859
CCc1nnc(NC(=O)CSc2nnc(-c3ccco3)o2)s1,-0.695,-0.315,-0.262,1.01,-0.4%,8.8,707,-7.0%,i,41.3,2.1,1.9,9.2,-0.8,1128,i,17.2,0.49,1303
CCCS(=O)(=O)c1c(S(=O)(=O)CCC)c2cnccn2c1C(=O)c1ccc(F)cc1,-1.08,-0.272,0.0689,0.241,-1.8%,x,x,4.2%,i,15.8,2.5,1.7,5.5,-2.0,959,i,12.7,-0.71,1047
CC1CCN(C(=O)c2[nH]cnc2C(=O)N[C@@H](C)C(=O)OC(C)(C)C)CC1,-0.145,-0.673,-0.0107,-0.124,x,16.9,732,-0.8%,i,22.5,x,x,x,-0.2,1164,x,x,0.3,1073
COc1ccc(C(=O)CSc2nnc(-c3cccs3)n2-c2ccccc2)cc1,0.253,-0.237,0.13,0.579,1.1%,x,x,-2.7%,i,55.5,4.0,2.7,5.3,x,x,i,-4.4,0.3,915
C=CCn1c(SCC(=O)Nc2c(C)n(C)n(-c3ccccc3)c2=O)nc2sc(C)c(C)c2c1=O,1.36,-0.0358,1.36,0.0253,1.7%,-16.8,754,0.9%,i,49.6,3.0,2.3,7.6,0.6,1150,i,0.6,-0.33,892
COc1ccc(CC(=O)NC(c2ccccc2)c2ccccc2)cc1S(=O)(=O)N1CCOCC1,-0.382,-0.207,0.0658,0.541,-2.5%,0.1,779,-8.1%,i,43.6,2.1,1.8,7.6,-0.9,1160,i,-3.4,-0.55,937
Cc1cc(C)cc(C(=O)NCC(=O)OCC(=O)NCC(F)(F)F)c1,0.606,-0.335,0.572,-0.0885,0.6%,1.7,714,4.5%,i,6.4,3.9,1.9,10.3,x,x,i,11.9,-1.35,1335
c1ccc2c(CSCc3nc4ccccc4[nH]3)cccc2c1,1.19,-0.186,0.306,-0.952,-0.6%,x,x,-9.6%,i,35.3,1.1,0.7,0.2,-0.2,1303,i,5.6,-0.29,1530
O=C(CNc1ccccc1F)N/N=C/C1CC=CCC1 (stereo unspecified),-0.484,-0.21,-0.199,0.453,-2.3%,-2.0,689,4.0%,i,48.9,2.4,2.2,8.2,-2.8,1080,i,0.8,1.35,1427
COC(=O)c1ccccc1S(=O)c1snnc1C (stereo unspecified),0.185,-0.0992,0.32,0.422,-0.1%,6.3,728,-0.5%,i,37.4,3.9,1.8,8.6,0.3,1588,i,29.0,x,x

3 entries from above, sorted by SMILES length, highest first.
mol,Dynein cargo inh,Dynein cargo inh cytoplasmic EGFP,Dynein cargo inh nuclear GR-EGFP,Dynein cargo inh cell count,CSM14.1 death rescue,Hep lipid drop,Hep lipid drop cells 6.5 µM,Salmonella PhoP GFP,T cell HTS,T cell HTS vesicle-bound %,MT stabilizer,MT stabilizer Hoechst-high %,MT stabilizer cytotoxicity %,bCat nuc transl,bCat nuc transl cell count 5 µM,Autophagy mod,Autophagy mod cell loss 18 h,Insulin prom up,Insulin prom up cell count
CCCCCCSc1nc(O)c(C2OC(=O)c3c2ccc(OC)c3OC)c(=O)n1CC (stereo unspecified),-0.485,-0.219,-0.0581,0.566,-0.3%,0.8,777,-11.0%,i,14.1,2.4,1.4,7.7,x,x,i,-13.2,0.6,833
O=C(N/N=C/c1ccccn1)c1cc(-c2cccc3ccccc23)n[nH]1,1.49,-0.221,1.04,-1.38,-0.3%,1.6,715,14.3%,i,53.6,4.8,4.3,1.9,-2.9,1225,i,0.0,-0.09,1403
COc1ccc(C(=O)CSc2nnc(-c3cccs3)n2-c2ccccc2)cc1,0.253,-0.237,0.13,0.579,1.1%,x,x,-2.7%,i,55.5,4.0,2.7,5.3,x,x,i,-4.4,0.3,915
